# PGC1a acetyl inh = inhibitors of PGC1a acetylation signal, primary screen, cell-based, U2OS, AlphaScreen, inhibitor mode | AlphaScreen anti-acetyl-lysine; with virally co-expressed GCN5 acetyltransferase | inhibition, % at 15.6 µM | 350,000 compounds, 0.17% hits | AID 651687, 2012;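 active = every replicate shows inhibition of at least 40%; inconclusive = mean inhibition at least 40% but some replicate below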;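 also: 0% = neutral control wells and 100% = positive control wells; some results beyond the cut were filed as inactive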
# LGR2 antag = inhibitors of bursicon-induced LGR2 CRE-luciferase signal, primary screen, cell-based, HEK293, CRE-luciferase reporter, bursicon stimulation. bursicon-stimulated, 4 h. inhibition, % at 9.99 µM. 380,000 compounds, 0.35% hits. AID 720647, 2013;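 active = drop in luminescence signal, shown as inhibition above about 50% in the replicate tests, limit read from the data, passing the limit was not always enough; inconclusive = probably only some replicates passing the limit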;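 also: agonist challenge used bursicon conditioned medium at about half maximal strength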
# ERAP1 HTS inh = human ERAP1 aminopeptidase inhibitors, primary screen, biochemical, single point, plate reader. 340,000 compounds, 0.15% hits. Endoplasmic reticulum aminopeptidase 1 (Homo sapiens), Q9NZ08. inhibition, % at 10.7 µM. recombinant ERAP1, Leu-AMC fluorescence, 60 min;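 active = mean replicate inhibition of at least 30%, or all replicates individually reaching that 30% level; inactive = mean below 30% and not every replicate reaching it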;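 also: 0% = neutral control wells and 100% = L-leucinethiol positive control wells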
# Target sequence (Q9NZ08 whole entry, looked up): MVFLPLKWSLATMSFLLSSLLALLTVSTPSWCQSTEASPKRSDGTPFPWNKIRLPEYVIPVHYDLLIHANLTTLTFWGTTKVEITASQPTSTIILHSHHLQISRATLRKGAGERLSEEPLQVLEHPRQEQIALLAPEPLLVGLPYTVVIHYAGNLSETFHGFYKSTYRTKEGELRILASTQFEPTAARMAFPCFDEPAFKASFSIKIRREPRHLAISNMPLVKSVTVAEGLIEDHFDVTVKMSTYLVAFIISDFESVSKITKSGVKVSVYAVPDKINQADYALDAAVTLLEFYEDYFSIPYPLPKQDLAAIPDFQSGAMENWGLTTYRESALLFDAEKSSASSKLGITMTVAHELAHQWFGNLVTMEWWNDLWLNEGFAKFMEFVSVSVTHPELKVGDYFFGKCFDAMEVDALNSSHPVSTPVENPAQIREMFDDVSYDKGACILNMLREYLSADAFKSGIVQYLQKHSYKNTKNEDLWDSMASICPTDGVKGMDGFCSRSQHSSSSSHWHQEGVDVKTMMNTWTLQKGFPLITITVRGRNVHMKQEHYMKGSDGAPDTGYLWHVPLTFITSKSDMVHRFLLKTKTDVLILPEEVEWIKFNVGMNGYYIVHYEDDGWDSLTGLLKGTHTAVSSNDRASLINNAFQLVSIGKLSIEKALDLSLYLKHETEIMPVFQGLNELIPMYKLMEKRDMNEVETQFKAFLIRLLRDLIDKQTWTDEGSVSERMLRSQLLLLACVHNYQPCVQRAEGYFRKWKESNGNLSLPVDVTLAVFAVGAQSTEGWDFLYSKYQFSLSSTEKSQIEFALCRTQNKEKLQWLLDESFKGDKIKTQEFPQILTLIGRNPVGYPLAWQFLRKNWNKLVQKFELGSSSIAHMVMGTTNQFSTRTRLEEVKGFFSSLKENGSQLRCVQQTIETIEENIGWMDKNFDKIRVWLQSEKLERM
# FN deposition inh = inhibitors of fibronectin matrix deposition, primary screen, AH1F cells, Alexa488-fibronectin fluorescence, plate reader | AH1F fibroblasts, overnight | 350,000 compounds, 0.086% hits | inhibition, % at 12.6 µM | AID 743247, 2014;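 active = mean inhibition across replicates of 30% or more, regardless of how many single replicates reach that level; inconclusive = mean under 30% yet at least half of replicates reach 30%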;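 also: positive control wells lacked labelled fibronectin entirely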
#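 Material: AH1F fibroblast monolayer depositing Alexa488-labelled fibronectin into matrix / Amount: 10000 AH1F cells per well / Signal: fluorescence 485/525 nm / Medium: DMEM, 2% serum / Compound: single dose, pinned / Incubation: 1 h cell adhesion before compound, then overnight fibronectin incubation / Reagent: Alexa488-FN, 24 nM final / Read-out: inhibition of fibronectin deposition signal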
# PAX8 inh HTS = inhibitors of PAX8-driven TPO luciferase reporter, primary screen, RMG-I cells, single concentration. SteadyGlo, 24 h. inhibition, % at 12.6 µM. 360,000 compounds, 1.2% hits;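 active = mean replicate inhibition at least 60% with every replicate also reaching 60%; inconclusive = only one of the two criteria is met; inactive = mean below 60% and not all replicates reaching 60%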;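 also: luciferase light reporting Pax8 driven TPO promoter activity; plate controls were median of neutral control wells for no effect and mitoxantrone controls for full effect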
# PglD DTNB = C. jejuni PglD acetyltransferase inhibitors, primary screen, biochemical, DTNB colorimetric, single point; UDP-N-acetylbacillosamine N-acetyltransferase PglD (Campylobacter jejuni); purified PglD enzyme, DTNB colorimetric CoA detection; inhibition, % at 12.5 µM; 360,000 compounds, 0.098% hits; in the data active = inhibition above about 16%, passing the limit was not always enough; inconclusive = no clear call, values can overlap the other calls; also: strong numbers were not always called active
# EWS-Fli block = EWS/Fli-driven NR0B1 reporter inhibitors, primary screen, A673 cells, NR0B1 luciferase, luminescence, MLPCN library. viability-normalised. inhibition, % at 12.6 µM. 350,000 compounds, 0.67% hits;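 active = mean inhibition of at least 50% after viability correction, with every replicate also passing that limit; inconclusive = mean reaches 50% but only one of two replicates passes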;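 also: firefly luciferase signal divided by Alamar Blue viability fluorescence both relative to DMSO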
# S100A4 MyoIIA = inhibitors of S100A4-myosin IIA peptide binding, primary screen, biochemical, fluorescence polarization, TAMRA-MyoIIA peptide; AID 652163, 2013; 360,000 compounds, 0.14% hits; inhibition, % at 10.7 µM;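 active = mean inhibition of at least 70% across replicates, with every replicate also reaching that level; inconclusive = mean inhibition reaches 70% but some replicates fall short; inactive = mean inhibition below 70%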
#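 assay system = human S100A4 monomer with TAMRA-labelled myosin IIA peptide | also added = labelled myosin peptide probe, 5 nM | incubation = 5 min between mix addition and reading | control set = DMSO and TFP controls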
# Starred values were filed as active, the others as inactive; u = inconclusive; x = no result given; & = joins results of further samples.
# Every second line gives: PGC1a acetyl inh	LGR2 antag	ERAP1 HTS inh	FN deposition inh	PAX8 inh HTS	PglD DTNB	EWS-Fli block	S100A4 MyoIIA
(1) COc1cccc(NC(=O)N2C[C@H](O)COC[C@@H]3O[C@H](CC(=O)NC4CCCC4)CC[C@H]32)c1
→ 1	-15	1	2	6	-2	-9	4
(2) Nc1nnc(-c2ccccc2[N+](=O)[O-])o1
→ -7	24	1	-4	-10	-5	6	-2
(3) CCOC(=O)c1sc(/N=C/N(C)C)nc1C
→ 3	-6	0	-2	117*	-2	3	20
(4) Cc1ccc(CCNS(=O)(=O)c2cc3c(cc2C)NC(=O)CO3)cc1
→ -10	9	4	7	1	2	8	2
(5) CC(C)CC(=O)NCc1ccc(F)cc1
→ 0	x	x	5	5	-3	x	x
(6) CC1CCN(C(=O)CCNC(=O)c2ccccc2)CC1
→ 5	-4	3	-3	-89	-2	-47	0
(7) Cc1nc2ccccc2c(=O)n1/N=C/c1ccc(O)cc1O
→ 8	-5	-7	4	-1	x	6	-10
(8) COc1ccc(C(=O)Nc2cccc(C)n2)cc1S(=O)(=O)N1CCCc2ccccc21
→ -20	2	-2	5	36	-1	12	-2
(9) Cc1ccccc1OCCn1cnc2cc([N+](=O)[O-])ccc2c1=O
→ 1	x	-2	0	-7	x	6	-2
(10) Cc1ccsc1C(=O)NCC(C)(C)N1CCOCC1
→ -2	-8	-2	2	-11	1	4	62
(11) C[C@H]1CN([C@@H](C)CO)C(=O)Cc2cc(NC(=O)CCN3CCOCC3)ccc2O[C@H]1CN(C)S(=O)(=O)c1ccccc1
→ 14	-2	2	x	-2	1	-5	23
(12) CC(C)c1ncc(S(=O)(=O)c2ccc(C(F)(F)F)cn2)c(N)n1
→ -9	-8	-4	-1	32	x	8	1
(13) COc1ccc(S(=O)(=O)N(C)C[C@H]2Oc3ncc(-c4ccncc4)cc3C(=O)N([C@@H](C)CO)C[C@@H]2C)cc1
→ 3&11&3	10&1	18&19&5	0&-17	2	-1&2&0	9&-6&-4	-2&7&2
(14) COCC1CCN(C(=O)c2ccc(OC)c(OC3CCN(C(C)C)CC3)c2)CC1
→ 1	-6	-6	-3	-17	0	x	4
(15) Cc1ccc(S(=O)(=O)Nc2c(C)nc3nc[nH]n3c2=O)c(C)c1
→ 14	2	-2	x	-2	3	-5	-5
(16) COc1ccc(NC(=O)N(C)C[C@H]2Oc3ccc(NC(=O)Cn4cnnn4)cc3C(=O)N([C@H](C)CO)C[C@@H]2C)cc1
→ -5	-17&5	-2	-18	15	7&2	4&5	3&12
(17) O=C(CCCN1C(=O)CSc2ncccc21)N1CCN(Cc2ccccc2)CC1
→ 2	-30	x	0	-1	3	-4	7
(18) C/C=C/c1ccc([C@@H]2[C@@H](CO)N3C(=O)CN(C(=O)Cc4cccnc4)C[C@H]23)cc1
→ -7	-12	-1	x	1	x	-1	4
(19) CCCNC1=C(N(C(C)=O)c2cccc(F)c2)C(=O)c2ccccc2C1=O
→ 8	12	4	14	109*	-6	7	-1
(20) CCC(C)(C)C(=O)O[C@H]1C[C@@H](C)C=C2C=C[C@H](C)[C@H](CC[C@@H]3C[C@@H](O)CC(=O)O3)[C@H]21
→ -15	9	-4	6	10	-3	41	1
(21) O=C(NCCCN1CCCC1=O)Nc1ccc(Cl)cc1Cl
→ x	1	3	-11	-24	12	-24	2
(22) CCOCCCN(C(=O)c1snc(C(N)=O)c1N)C(C(=O)NCCC(C)C)c1ccc(Cl)cc1 (centres undefined)
→ -3	6	-1	-2	17	-1	-3	19
(23) Cc1cc(C)nc(Oc2ccc(Br)cc2)n1
→ -1	-1	x	3	-27	3	-20	-5
(24) C[C@H]1CN([C@@H](C)CO)C(=O)c2cc(NS(=O)(=O)c3ccccc3)ccc2O[C@H]1CN(C)C(=O)Nc1ccccc1
→ -1	4	-2	x	1	2	-11	14
(25) COc1ccc(NC(=O)C2C(c3ccc4c(c3)OCO4)=Nc3ccccc3N2C(=O)c2cccc(C(F)(F)F)c2)cc1 (centres undefined)
→ x	-28	x	5	-9	x	-40	-6
(26) O=C1c2ccccc2C(=O)c2c([N+](=O)[O-])ccc(O)c21
→ 7	-1	3	2	-1	-6	-82	2
(27) Cc1ccc2cc(NC(=O)c3ccc(C(C)(C)C)cc3)ccc2n1
→ -9	-35	2	1	-25	-7	-29	0
(28) Fc1ccc(-c2[nH]ncc2CN2CCN(c3ccc(F)cc3)CC2)cc1
→ -2	7	x	-4	11	x	4	-13
(29) O=C(c1ccc(F)cc1)N1CC(=O)N2[C@H](CO)[C@@H](c3ccc(C#CCC4CCCC4)cc3)[C@H]2C1
→ -18	0	5	-11	31	x	-4	5
(30) C[C@H](CO)N1C[C@H](C)[C@H](CN(C)C(=O)Nc2cccc3ccccc23)OCCCC[C@H](C)Oc2ccc(N(C)C)cc2C1=O
→ -7	15	x	x	-18	x	67*	x
(31) COc1ccc(NC(=O)CS(=O)CC(=O)Nc2cccnc2)cc1 (centres undefined)
→ x	-2	-3	-4	4	-9	-3	2
(32) Cc1ccc(N(CCC(=O)Nc2nnc(C3CC3)s2)S(=O)(=O)c2ccccc2)cc1
→ x	-2	-1	1	7	x	-60	0
(33) CN1CCc2c(sc(NC(=O)Cc3ccc(F)cc3)c2C(N)=O)C1
→ 5	-7	2	16	-1	3	-4	-2
(34) Cc1nn(C(C)C(=O)Nc2ccc3c(c2)OCO3)c(C)c1[N+](=O)[O-] (centres undefined)
→ -1	-2	0	4	-23	-1	-22	0
(35) NC(=O)N/N=C/c1ccc(OCc2cccc(Cl)c2)cc1
→ 12	-6	0	8	-56	x	-24	-1
(36) COc1cc(OC)c2ccc(=O)oc2c1C(CCN1CCN(c2ccccc2)CC1)c1ccc(N(C)C)cc1 (centres undefined)
→ 8	8	2	5	1	-2	2	14
(37) CN1/C(=C\C(=S)Nc2ccccc2)C(C)(C)c2ccccc21
→ -4	x	3	0	19	x	1	-102
(38) CC[C@]1(C(=O)OC)[C@H]2C(=O)N(Cc3ccccc3)C(=O)[C@H]2[C@H]2CN=C(SC)N21
→ x	-5	0	15	-3	0	-1	-2
(39) Cc1nc2ccccn2c1C(=O)CSc1cccc(Cl)c1
→ -11	-13	0	1	-4	x	-6	-2
(40) CC(C)C#Cc1ccc([C@@H]2[C@@H](C#N)N(C(=O)C3CCOCC3)[C@H]2CO)cc1
→ 8	4	3	-2	-4	3	-9	4
(41) COc1ccc2cc(C[C@@H]3CC[C@@H](CO)O3)ccc2c1
→ 11	-66	x	0	-216	-5	-85	-1
(42) N#CC1=C(SCC(N)=O)NC(=O)CC1c1ccccc1Cl (centres undefined)
→ -7	-11	0	1	7	-4	0	1
(43) CCCN1C(=O)c2[nH]nc(-c3ccccc3)c2C1c1ccc(F)cc1 (centres undefined)
→ x	1	1	0	3	x	-5	4
(44) O=C(NCCC1CCCCN1S(=O)(=O)c1ccccc1)C(=O)NCc1ccc(F)cc1 (centres undefined)
→ 0	13	-2	1	25	1	3	-3
(45) CCCNC(=O)c1ccccc1NS(=O)(=O)c1ccc(OC)c(OC)c1
→ -12	x	x	-3	8	1	x	x

# The list continues:
item | Molecule | PGC1a acetyl inh | LGR2 antag | ERAP1 HTS inh | FN deposition inh | PAX8 inh HTS | PglD DTNB | EWS-Fli block | S100A4 MyoIIA
46 | C[C@H]1CN([C@@H](C)CO)S(=O)(=O)c2ccc(-c3cccc(C#N)c3)cc2O[C@H]1CN(C)C(=O)c1ccncc1 | 1 | -14 | -5 | x | -19 | -2 | -2 | -1
47 | CCCCN1CC(COCc2ccccc2)Oc2cccc(Oc3ccc(F)cc3)c2S1(=O)=O (centres undefined) | -21 | 19 | 2 | 10 | 40 | 4 | 3 | 2
48 | CCOc1ccc(OCC)c(S(=O)(=O)NC2CC(C)(C)NC(C)(C)C2)c1 | 1 | 9 | -2 | x | -1 | x | -4 | 1
49 | CCOC(=O)C(=CNc1ccccc1Cl)C(=O)OCC | x | 34 | -1 | -4 | -14 | -6 | 7 | 4
50 | Cc1cccc(/C=C2\Sc3ccc(C(=O)N4CCC(C(N)=O)CC4)cc3N(C)C2=O)c1 | x | 11 | -2 | 24 | 4 | 3 | x | -6
51 | C/C(=N/NS(=O)(=O)c1ccc(Cl)cc1)c1ccc2c(c1)OCO2 | x | 2 | 0 | 0 | -11 | -2 | 1 | -1
52 | COC(=O)[C@]12C[C@H](CC(=O)NCCCN3CCCC3=O)C(=O)N(Cc3ccccc3)C1=C[C@H](C(C)C)O[C@@H]2C1CC1 | x | 6 | -4 | 4 | -7 | x | -4 | 0
53 | COC(=O)C[C@H]1C=C[C@H](NC(=O)c2cccc(F)c2)[C@@H](CO)O1 | x | -8 | -3 | -15 | -19 | x | 6 | 6
54 | Cc1cnc(-c2nnc(N(C)C(=O)C3CCCO3)s2)cn1 (centres undefined) | 13 | x | x | 4 | -50 | 3 | x | x
55 | CC1CN(C(=O)CSc2nnc(-c3ccccc3)o2)CC(C)O1 (centres undefined) | 0 | -8 | 6 | x | -2 | 0 | x | 4
56 | CCCCN(C(=O)CCC(=O)Nc1cc(C)on1)C(C(=O)NC1CCCC1)c1ccc(OC)cc1 (centres undefined) | u | 5 | -2 | -3 | 8 | -5 | 0 | 1
